SSB-PriA inh = inhibitors of Klebsiella pneumoniae PriA binding to SSB C-terminal tail, primary screen, biochemical, AlphaScreen | PriA–SSB C-terminal tail interaction (Klebsiella pneumoniae) | AlphaScreen SSBct-PriA binding, biotinylated peptide | inhibition, % at 33 µM | 430,000 compounds, 0.6% hits | AID 1272365, 2023; in the data active = inhibition mostly above about 37%, no sharp cut-off; inactive = mostly below about 20%;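 also: plate controls were negative control peptide for no effect and reference peptide for full effect; strong numbers were not always called active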
Numbers without * were called inactive; & = joins results of further samples.

entry	Molecule	SSB-PriA inh
1	O=C(Nc1cnc(N2CCN(c3ccccn3)CC2)nc1)c1ccccc1C(F)(F)F	-7.0
2	COCCNC(=S)N(CCc1c(C)[nH]c2ccc(C)cc12)Cc1ccncc1	18.0
3	Cc1nnc2ccc(-c3cccc(NC(=O)c4ccc(Br)cc4)c3)nn12	2.0
4	N#CC(=C(O)c1cccc(Cl)c1)c1nc2ccccc2[nH]1	2.0
5	O=C(NC1(C(F)(F)F)Oc2ccccc2O1)Sc1ccccc1	-10.0
6	O=C(Cc1ccc(F)cc1)NCCn1nc(-c2ccco2)ccc1=O	-7.0
7	Br/C(C=NN1CCN(Cc2ccccc2)CC1)=C\c1ccccc1	6.0
8	COc1ccc(OC)c(-c2cc(C(=O)NCC3CCN(Cc4ccccc4SC)CC3)n(C)n2)c1	-6.0
9	O=C(COc1ccccc1F)NN=C1CCCc2ccccc21	-0.3
10	CC(C)Oc1ccc(C(=O)NCC2CCN(Cc3cccs3)CC2)cc1	-9.0
11	C/C(C=NNC(=O)c1cc(C)oc1C)=C\c1ccccc1	-0.9
12	COc1cc(NS(=O)(=O)c2ccc(NC(=O)c3cc4c(ccc5ccccc54)oc3=O)cc2)ncn1	-16.0
13	Cc1ccc2nc(SCC(=O)Nc3ccc(Cl)c(Cl)c3)nc(=O)n2c1	4.0
14	CNc1nn(CC(=O)Nc2ccc(OC)c(OC)c2)c(N)c1-c1nc(-c2ccc(C)cc2)no1	21.0
15	O=C(NCC[C@H](O)C1CCOCC1)Nc1cccc(Cl)c1	-3.0
16	Cn1cc(C(=O)Nc2ccc(S(N)(=O)=O)cc2)c2[nH]c(=O)n(-c3ccc(Cl)cc3)c(=O)c21	8.0&-1.0
17	CC(=O)Nc1ccc(SCCCC(=O)Nc2nc3ccccc3s2)nn1	5.0
18	COc1ccc(C=NNC(=O)c2ccc(CN3C(=O)c4cccc5cccc3c45)cc2)cc1O	-10.0
19	Cc1cc(Cl)ccc1OC[C@@H](O)CN1CCC(CN2C(=O)c3cccc4cccc(c34)C2=O)CC1	12.0
20	Cc1cc(CCNC(=O)c2sc(-n3cccc3)nc2C)on1	-7.0
21	O=C(N/N=C\c1ccncc1)c1cc(C2CC2)[nH]n1	-4.0
22	Cc1cc(F)ccc1S(=O)(=O)Nc1ccc2c(c1)CCC(=O)N2	-17.0&3.0
23	COc1ccc(Cl)cc1S(=O)(=O)Nc1ccc(CC(=O)NCc2cccs2)cc1	-3.0
24	O=C1CCc2cc(S(=O)(=O)NC[C@H](O)c3ccc(C(F)(F)F)cc3)cc3c2N1CC3	-7.0
25	O=C(NCC(c1ccco1)N1CCOCC1)c1cc2ccccc2o1 (stereo not given)	11.0
26	COc1ccc(OC)c(S(=O)(=O)NCc2cncc(-c3cccs3)c2)c1	4.0
27	CC(O)C1C=C/C=C/C(=O)OC2CC3OC4C5OC5(C)C(O)CC4(COC(=O)C(O)C(C)CCO1)C2(C)C31CO1 (stereo not given)	-6.0
28	COc1ccc(CCS(=O)(=O)NC[C@@H](c2cccn2C)N2CCCC2)cc1	-3.0
29	O=C(CCCSc1ccc(NC(=O)c2ccco2)nn1)NCc1ccc2c(c1)OCO2	-9.0
30	CCS(=NS(=O)(=O)c1ccc(C)cc1)c1ccccc1 (stereo not given)	1.5
31	O=C(Cn1ccc2ccccc21)NC1CCN(c2cc(C(F)(F)F)ncn2)CC1	7.0
32	COc1ccc(CC(=O)Nc2nnc(-c3ccc(Br)s3)o2)cc1	-12.0
33	O=C(Nc1ccc(C(F)(F)F)cc1)C(=O)N1CCN(c2ccccc2F)CC1	-5.0
34	COc1ccc(C(C)=NOCC(=O)N=Nc2c(O)[nH]c3ccccc23)cc1	-5.1
35	COCc1cc(C)nc(OCC(=O)NN=Cc2ccc(OC)c(O)c2)c1C#N	-3.3
36	CCOc1cccc2sc(N(CCCn3ccnc3)C(=O)c3ccc(Cl)s3)nc12	50.0*
37	COc1ccccc1N1CCN(C(=O)COc2cc(C)nc(-c3ccc(Cl)cc3)n2)CC1	-13.0
38	Fc1ccc(-c2ccc(C=Nn3cnnc3)o2)cc1Cl	-9.8
39	Cn1nc(CNC(=O)CSCc2ccccc2)cc1-c1ccccn1	-13.0
40	CCOc1ccc(CCNS(=O)(=O)c2ccc([N+](=O)[O-])cc2)cc1OCC	14.0
41	COc1cc(C(=O)N2CCCC(c3nnc(C)s3)C2)cc(OC)c1OC (stereo not given)	3.0
42	COc1cccc(C=NNc2snc(SC)c2C#N)c1	-3.6
43	CSCCn1c(=NC(=O)CCSc2ccc(F)cc2)sc2cc3c(cc21)OCO3	-21.0
44	CCOc1ccccc1NC(=O)c1nnn(-c2ccccc2Cl)c1C	3.0
45	Cc1noc(C)c1CN1CCN(S(=O)(=O)c2ccccc2F)CC1	-9.0
46	Cc1ccc(C(C)C)c(OCc2ccc(C(=O)NN=Cc3ccc(O)cc3O)cc2)c1	7.2
47	O=C(Nc1ccon1)c1cn(Cc2cccc(F)c2)nc1OCc1cccc(F)c1	-10.0&-6.0
48	COc1cc(C=NNC(=O)c2cc(C)n(-c3ccc(F)cc3)c2C)cc(OC)c1O	9.4
49	COc1ccccc1CCNC(=O)c1coc(NC(=O)c2ccccc2)n1	-5.0
50	O=Cc1nc(-c2ccccc2)n2ccccc12	2.0

Some of these compounds in order of SMILES length, low to high:
entry	Molecule	SSB-PriA inh
9	O=C(COc1ccccc1F)NN=C1CCCc2ccccc21	-0.3
44	CCOc1ccccc1NC(=O)c1nnn(-c2ccccc2Cl)c1C	3.0
4	N#CC(=C(O)c1cccc(Cl)c1)c1nc2ccccc2[nH]1	2.0
36	CCOc1cccc2sc(N(CCCn3ccnc3)C(=O)c3ccc(Cl)s3)nc12	50.0*
24	O=C1CCc2cc(S(=O)(=O)NC[C@H](O)c3ccc(C(F)(F)F)cc3)cc3c2N1CC3	-7.0

Continued.
entry	Molecule	SSB-PriA inh
51	CCCC(=O)Nc1cnc(N2CCN(C)CC2)nc1	-8.0
52	Cn1ccnc1N1CCN(C(=O)c2ccc(S(=O)(=O)N3CCCC3)cc2)CC1	-2.0
53	CC(=O)NN=Cc1cc2c(cc1[N+](=O)[O-])OCO2	-16.0
54	COc1cc(/C=C(\C#N)C(=O)Nc2ccccc2F)cc(OC)c1OC	-6.0
55	CCc1ccc2nc(N3CCN(C(=O)c4cccc(Oc5ccccc5)c4)CC3)sc2c1	-9.0
56	O=C(COc1ccc2ccccc2c1)Nc1ccc([N+](=O)[O-])c(C(F)(F)F)c1	5.0
57	Cn1cc(C(=O)Nc2ccc3c(c2)N(S(=O)(=O)c2ccccc2)CCC3)nn1	-16.0
58	COCCn1nnn(-c2ccc(NC(=O)C3(c4ccc(Cl)cc4)CCCC3)cc2)c1=O	-12.0
59	C/C=C/Cn1c(=O)c2c(nc3n2C(C)C(C)=NN3CC(=O)OCC)n(C)c1=O (stereo not given)	-6.0
60	O=C(c1ccc(F)c(F)c1)N1CCN(Cc2nc3ccccc3n2Cc2ccccc2)CC1	6.0
61	COCC(C)Nc1ncnc2c1cnn2-c1ccc(Cl)c(Cl)c1 (stereo not given)	-4.0
62	CCN(CC)S(=O)(=O)c1ccc(NN=C(C)c2ccc(OC)cc2O)nc1	0.9
63	O=C(CSc1nc2ccccc2s1)NN=Cc1cc([N+](=O)[O-])ccc1O	-1.0
64	CC(C)(C)c1cc(C(c2ccc(Cl)cc2)N2CCN(Cc3ccccc3)CC2)cc(C(C)(C)C)c1O (stereo not given)	1.0
65	O=C(c1ccccc1S(=O)(=O)C(F)F)N1CCN(c2ncnc3c2nnn3Cc2ccccc2)CC1	-6.0&6.0
66	Cc1cc(NC(=O)c2ccc(=O)n(Cc3ccc(C(F)(F)F)cc3)c2)ccc1Br	-5.0
67	COCCN1C(=O)C(=O)C(=C(O)c2ccc(S(=O)(=O)N3CCOCC3)cc2)C1c1cccc(OC)c1 (stereo not given)	7.8
68	CON=C(Cn1ncc(N2CCCC2)c(Br)c1=O)c1ccc(Cl)cc1	9.4
69	O=C(NC(C(=O)NN=Cc1ccccn1)c1n[nH]c(=O)c2ccccc12)c1ccccc1 (stereo not given)	3.4
70	O=C(CCc1nc2sc3c(c2c(=O)[nH]1)CCCCC3)N1CCN(Cc2ccc3c(c2)OCO3)CC1	-7.0
71	O=C(Nc1nnc(-c2cc3ccccc3o2)o1)c1ccc2ncsc2c1	-10.0&-2.0
72	Cc1cc(C)c2c(n1)nn1c(Cl)cc(C)nc21	-2.0
73	CC1CN(S(=O)(=O)c2c(C(C)C)cc(C(C)C)cc2C(C)C)CC(C)O1 (stereo not given)	-11.0&9.0
74	O=C(CNS(=O)(=O)c1cccs1)N1CCOC(c2ccccc2)C1 (stereo not given)	3.0
75	CCOC(=O)c1[nH]c(C)c(C(O)=C2C(=O)C(=O)N(CCCN3CCOCC3)C2c2cccs2)c1C (stereo not given)	3.7

Retrieved one by one from the entries so far:
entry	Molecule	SSB-PriA inh
53	CC(=O)NN=Cc1cc2c(cc1[N+](=O)[O-])OCO2	-16.0
56	O=C(COc1ccc2ccccc2c1)Nc1ccc([N+](=O)[O-])c(C(F)(F)F)c1	5.0

New compounds follow
entry	Molecule	SSB-PriA inh
76	CCOc1ccc(C(O)=C2C(=O)C(=O)N(CCN(CC)CC)C2c2ccco2)cc1 (stereo not given)	-2.2
77	O=C(O)c1ccc(NN=C2CCSc3ccc(F)cc32)cc1	-0.3
78	O=C1C[C@H](c2nc3ccccc3[nH]2)CN1c1ccccc1Br	0.0
79	C=CCn1c(=C(C#N)C(=O)NCC2CCCO2)sc(=Cc2ccccn2)c1=O (stereo not given)	4.1
80	O=C(CCn1cnc2ccccc2c1=O)N1CCCC(c2nnc(-c3ccsc3)o2)C1 (stereo not given)	-17.0
81	O=C(NCC(c1ccco1)N1CCOCC1)c1ccsc1 (stereo not given)	-25.0
82	Cc1ccc(N2CC(NC(=O)c3c(F)cccc3Cl)CC2=O)cc1C (stereo not given)	-12.0
83	CC(=NNC(=O)Cc1cccn1C)c1cccc2ccccc12	-3.6
84	N#Cc1nccnc1O[C@H]1CCCN(C(=O)c2cc(Br)cs2)C1	-11.0
85	CC(=NNC(=O)c1ccccc1NC(=O)c1ccc(Cl)cc1)c1ccncc1	8.9
86	Cn1cc(-c2nc(-c3ccc4c(c3)OCO4)no2)c(=O)c2cc(F)c(N3CCOCC3)cc21	9.0
87	Cc1sc2ncnc(Oc3ccc4ccc(Oc5ncnc6sc(C)c(C)c56)cc4c3)c2c1C	-11.0&-5.0
88	CC(=O)N1N=C(c2ccc(Cl)cc2)CC1c1cn(-c2ccccc2)nc1-c1ccco1 (stereo not given)	-4.0
89	COc1ccc(CC(=O)NCC(=O)NN=Cc2c[nH]c3ccccc23)cc1	1.8
90	N#C/C(=C(/Nc1ccccc1F)SCc1ccccc1F)S(=O)(=O)c1ccccc1	-11.0
91	Cc1cc(NC(=O)c2ccc(C(C)(C)C)cc2)n(C(C)C)n1	-4.0
92	O=C(CSCc1ccccc1)NCCn1ccc(C(F)(F)F)n1	-9.0
93	Cc1ccc(C(=O)NN=Cc2cc(Br)ccc2O)cn1	14.6
94	CCC(=O)c1ccc(OC[C@@H](O)Cn2c(C)nc3ccccc32)cc1	-10.0
95	O=C(NCc1ccccc1)C1CCN(c2cc(Sc3cccc(F)c3)ncn2)CC1	-13.0
96	O=C(NCc1cc(-c2ccncc2)n(C2CCCC2)n1)c1ccc(OC(F)(F)F)cc1	-9.0
97	N#CCCN(C(=O)CON=Cc1cccc([N+](=O)[O-])c1)c1ccccc1	-3.6
98	O=C(CSc1ncnc2c1cnn2-c1ccc(F)cc1)NC[C@H]1CCCO1	-10.0
99	O=C(CC1CCCCN1S(=O)(=O)c1cccs1)NCCC(c1ccccc1)c1ccccc1 (stereo not given)	24.0
100	Clc1ccc(COCC2CCN(Cc3cccnc3)CC2)cc1	-22.0
101	C=CCn1c(SCc2csc(C)n2)nc2sc(C)c(C)c2c1=O	-11.0
102	COc1cccc(-c2nnc3ccc(OCCNC(=O)c4cccc(OC)c4OC)nn23)c1	-8.0
103	O=C(CSc1nccc(-c2ccc3c(c2)OCO3)n1)N1CCOCC1	-4.0
104	CCOC(=O)c1ccc(NC(=O)CSC2=NC3(CCCCC3)Nc3ccccc32)cc1	-4.0
105	O=C(Cc1ccc(-c2ccccc2)cc1)NCC1CCN(C(=O)Oc2ccccc2)CC1	-10.0
106	CC(=O)c1c(C)oc2ccc(N(C(=O)Oc3ccccc3)S(=O)(=O)c3ccc(Cl)c([N+](=O)[O-])c3)cc12	-9.0
107	O=C(Cc1nnc(-c2ccc3ncccc3c2)o1)NCc1ccc(Cl)cc1	2.0
108	O=C(CN1C(=O)CCC1=O)N1CCCC(c2nnc(C(F)(F)F)o2)C1 (stereo not given)	-11.0
109	Cc1n[nH]c(=O)nc1NN=Cc1cccs1	59.2*
110	CCOC(=O)c1c(NC(=O)CN2CCCC2)sc2c1CCC(C)C2 (stereo not given)	-11.0
111	O=S(=O)(NCC(c1cccs1)N1CCc2ccccc2C1)c1cccs1 (stereo not given)	-4.0
112	COC(=O)Nc1nc2c(s1)CN(C(=O)C(c1ccccc1)c1ccccc1)CC2	-9.0
113	CNCc1nc(CCOC)no1	-4.0
114	COc1ccc(C(=O)NN=Cc2cc(Br)ccc2O)cc1OC	-5.1
115	CC(C)Oc1ccc(C(=O)Nc2nc3c(s2)C(=O)CC(C)(C)C3)cc1	15.0
116	Cc1ccc(C=c2sc3nc(-c4ccccc4Br)nn3c2=O)o1	-5.5
117	Cc1ccc(N2CCN(C(=O)c3ccc(C(C)(C)C)cc3)CC2)c(C)c1	-3.0&8.0
118	O=S(=O)(NCCN1CCC(c2cccs2)CC1)c1ccc2c(c1)OCCO2	-2.0
119	Cn1nc(-c2ccc(F)cc2)cc1C(=O)Nc1ccc2c(c1)CN(S(=O)(=O)c1ccccc1)CC2	-7.0
120	O=C(NCc1ccccc1Cl)C(=O)N1CCN(Cc2ccc3c(c2)OCO3)CC1	-1.0
121	COc1ccc(C=NOCc2ccc(Br)cc2)c(OC)c1	-5.2
122	O=C(NC1CCCC1)c1cc(-c2ccc(Br)cc2)on1	2.0
123	Nc1nonc1-n1nnc(C(=O)NN=Cc2cccc(F)c2)c1CN1CCCCCC1	-0.8

Assay outcomes (PubChem BioAssay)

The list is partial (hit frequency here may not be typical).
